Dicer inh = blocks human Dicer maturation of pre-miR-21; Q9UPY3; cat-ELCCA pre-miR-21 Dicer processing, chemiluminescence; hits give high values; z-score at 25 µM; 47,000 tested, 6% active; in the data active means z-score above about 3, passing the limit was not always enough;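 further: plate controls were vehicle for no effect and no enzyme for full effect; higher signal means more uncleaved substrate so more Dicer inhibition; strong numbers were not always called active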
* = called active by the depositor; & = joins results of further samples.

SMILES | Dicer inh
Cc1nn(C)cc1CNC(=O)C1C2CCC(O2)C1C(=O)O (configuration not stated) | 0.63
CCn1cc(C(=O)NNC(=O)C(Cl)(Cl)Cl)c(=O)c2cc(C(F)(F)F)ccc21 | -0.71
COc1ccc(-c2cnc3c(-c4ccc(OC)c(OC)c4)c(C)nn3c2N)cc1OC | -0.85
COc1ccc(C2SCC(=O)N2CCc2ccc(OC)c(OC)c2)c(OC)c1 (configuration not stated) | -0.19
NC(N)=NC(=O)c1nc(Cl)c(N2CCCCCC2)nc1N | 0.5
COc1ccc(-c2nc(S(=O)(=O)c3ccccc3)c(N3CCOCC3)o2)cc1 | 0.67
Cc1ccc(N2C(=O)CC(Sc3nc4c(cc3C#N)CCC4)C2=O)cc1 (configuration not stated) | 1.9
CC(C(=O)c1ccccc1)C1(O)C(=O)N(C)c2ccccc21 (configuration not stated) | -1.6
Cc1cccc2c1NC(=O)C2(O)CC(=O)c1ccc(C(C)C)cc1 (configuration not stated) | 1.2
CCc1ccc(N=c2ssc(SC)c2-c2ccccc2)cc1 | 0.24

Quoted from the listing:
Reading of `CC(C(=O)c1ccccc1)C1(O)C(=O)N(C)c2ccccc21` (configuration not stated) under Dicer inh: -1.6
Reading of `Cc1ccc(N2C(=O)CC(Sc3nc4c(cc3C#N)CCC4)C2=O)cc1` (configuration not stated) under Dicer inh: 1.9
Reading of `Cc1nn(C)cc1CNC(=O)C1C2CCC(O2)C1C(=O)O` (configuration not stated) under Dicer inh: 0.63
Reading of `CCc1ccc(N=c2ssc(SC)c2-c2ccccc2)cc1` under Dicer inh: 0.24

Reformatted: 4 of the compounds above.
CCc1ccc(N=c2ssc(SC)c2-c2ccccc2)cc1
  Dicer inh: 0.24

CC(C(=O)c1ccccc1)C1(O)C(=O)N(C)c2ccccc21 (configuration not stated)
  Dicer inh: -1.6

COc1ccc(-c2nc(S(=O)(=O)c3ccccc3)c(N3CCOCC3)o2)cc1
  Dicer inh: 0.67

COc1ccc(-c2cnc3c(-c4ccc(OC)c(OC)c4)c(C)nn3c2N)cc1OC
  Dicer inh: -0.85

The list goes on:
SMILES | Dicer inh
Cc1ccc(-c2nc3cc(NCc4ccc5c(c4)OCO5)ccc3o2)cc1 | 8*
COc1cc2c(cc1OC)C(c1c(-c3ccccc3)noc1C)=NCC2 | 88
COc1ccc(C(=O)c2c(C)oc3ccc(O)c(CN(C)C)c23)cc1 | -1.6
CCOC(=O)CSc1ccc2ccccc2n1 | -0.63
CC1(C)O[C@H]2O[C@H](C(O)COC(=O)c3ccccc3)[C@H](OC(=O)c3ccccc3)[C@H]2O1 (some centres not stated) | -1.8
COc1cc(NS(=O)(=O)c2ccc(N)cc2)nc(OC)n1 | 2.1
OC(CNC1CCN(Cc2ccccc2)CC1)COc1ccc2c(c1)OCO2 (configuration not stated) | -0.56
NS(=O)(=O)c1cc(C(=O)O)cc(N2CCCC2)c1Oc1ccccc1 | 1.6
CCOC(=O)CNC(=O)c1cc2cc(Br)ccc2o1 | -1.4
COc1ccc(Cc2nnc(SCc3ccc(Cl)cc3)o2)cc1 | 1.9
CCOc1ccc(C)cc1S(=O)(=O)Nc1ccc(Cl)cn1 | 4.6*
C/C=C(\C)C(=O)Nc1cc(C)ccc1-n1cccc1 | 0.28
CCOC(=O)c1c(C)nn(-c2ncccc2NC(=S)NCc2ccco2)c1C | -1.4
Cc1c(C(=O)O/N=C(\N)c2ccc(OS(=O)(=O)N(C)C)cc2)oc2ccccc12 | -0.92
C#CC(CC)(CC)NC(=O)c1c(-c2ccccc2Cl)noc1C | 0.03
O=c1c2c(n3nnnc3n1Cc1ccccc1)-c1ccccc1CC21CCCC1 | 1.5
CC(C)c1ccc(C2/C(=C(\O)c3ccc(Cl)cc3)C(=O)C(=O)N2CCCn2ccnc2)cc1 (configuration not stated) | -0.46
O=C(O)c1ccc(N2C(=O)C3CCCCC3C2=O)cc1 (configuration not stated) | -0.32
CCc1nc(C)cn1S(=O)(=O)c1ccc(C2CCCCC2)cc1 | 1.9
COc1ccc(OC)c(S(=O)(=O)N2CCCCC2)c1 | -0.62
CC(C)N(C(=O)N1CCN(c2ccnc3cc(Cl)ccc23)CC1)C(C)C | 0.71
O=C(Oc1ccccc1/C=N/N=C1\SCC(=O)N1c1cccc(F)c1)c1ccc(Cl)cc1 | 1.6
CN1CCc2c(sc3c2C(=O)NC(c2cccc(OCc4ccccc4)c2)N3)C1 (configuration not stated) | -1.2
COc1ccc(OC)c(-c2n(C)c3ccccc3[n+]2C)c1 | 1.6
Nc1ccc2nc(-c3ccccc3)c(-c3ccccc3)nc2c1 | -2.7
O=[N+]([O-])c1ccc(SC2=NCCS2)nc1 | -0.53
O=c1oc(-c2ccccc2)cc(Cl)c1Cl | -0.51
CCOC(=O)C1CCN(c2nc(OC)nc(OC)n2)CC1 | -0.28
Cn1c2c(c(=O)n(C)c1=O)CN(C1CC1)CN2 | -1.8
CC(C)Nc1nc2cc(Cl)ccc2s1 | -0.57
Cc1ccc(Cn2nc(C)cc2C(=O)Nc2ccccc2Cl)cc1 | -0.47
CC1(C)CC(=O)C2=C(C1)Nc1nc(-c3cccc(Cl)c3)nn1C2c1ccc(F)cc1 (configuration not stated) | 0.74
N#Cc1c(SCC(N)=O)nc2c(c1-c1cccnc1)CCC2 | -0.39
CC1(C)OC2[C@H](n3cnc4c(N)ncnc43)O[C@H](CO)[C@H]2O1 (some centres not stated) | 0.54
Cc1cc(C(F)(F)F)nn1Cc1ccc(C(=O)O)cc1 | 1.9
CCN(CC)C(=S)Oc1ccc(Br)cc1C(=O)Nc1ccc(F)c(Cl)c1 | 0.33
Oc1c(C(Nc2ccccc2Cl)c2ccccn2)ccc2cccnc12 (configuration not stated) | 14
CCc1ccc(-c2ncnn2-c2ccc(Cl)cc2)cc1 | 3.2*
O=C(CSCSCC(=O)NCc1ccccc1)NCc1ccccc1 | 0.66
CSc1nsc(SC)c1C#N | -0.27
COc1ccc(CCNC(=S)Nc2c(Br)cc(F)cc2Br)cc1OC | 0.7
O=[N+]([O-])c1ccc(Oc2cccnc2)nc1 | -2.1
CC1=CC(C)(C)N(C(=O)NC2CCCCC2)c2ccc(C)cc21 | -5.4
CSc1sc(-c2ccnc(SCc3ccc(Cl)cc3)n2)c(-c2ccccc2)c1C#N | -0.87
CCCc1cc(=O)oc2cc(OCC(=O)NNC(=S)NC(=O)c3ccc(Cl)cc3)ccc12 | 1.7
N#C/C(=C\Nc1cc(C(F)(F)F)cc(C(F)(F)F)c1)S(=O)(=O)c1ccccc1Cl | -1.4
COC(=O)c1cccc2c1NC(c1ccc(Br)cc1)C1CC=CC21 (configuration not stated) | 0.45
COc1ccc(-c2nc(C#N)c(NCCCN3CCOCC3)o2)cc1 | -0.51
O=C(NC1CCCCC1)N1c2ccccc2Sc2ccccc21 | -0.07
CS(=O)(=O)Nc1cc(-c2nnc(Nc3ccccc3)c3ccccc23)ccc1N1CCOCC1 | 0

Reformatted: results already given.
| compound | Dicer inh |
| --- | --- |
| COc1ccc(CCNC(=S)Nc2c(Br)cc(F)cc2Br)cc1OC | 0.7 |
| N#C/C(=C\Nc1cc(C(F)(F)F)cc(C(F)(F)F)c1)S(=O)(=O)c1ccccc1Cl | -1.4 |
| CC1=CC(C)(C)N(C(=O)NC2CCCCC2)c2ccc(C)cc21 | -5.4 |
| O=[N+]([O-])c1ccc(Oc2cccnc2)nc1 | -2.1 |
| COC(=O)c1cccc2c1NC(c1ccc(Br)cc1)C1CC=CC21 (configuration not stated) | 0.45 |
| COc1ccc(-c2nc(C#N)c(NCCCN3CCOCC3)o2)cc1 | -0.51 |

(cont.)
SMILES | Dicer inh
COc1ccc(N2C(=O)CC(Sc3ncccc3C(=O)O)C2=O)cc1 (configuration not stated) | -1.9
CCOC=Nc1c(C(=O)OCC)sc2nc(SC)ncc12 | 0.05
C=CCn1c2ccccc2c2nnc(SCC(=O)c3ccccc3)nc21 | 0.57
CCOC(=O)c1sc(N2C(=O)c3oc4ccccc4c(=O)c3C2c2ccc(O)cc2)nc1C (configuration not stated) | 1.4
Cc1cc(=O)n(CCCO)c(O)c1C#N | -5.4
COc1ccc(C(=O)Nc2ccccc2Sc2nc3ccc(Cl)cc3s2)cc1 | -1.6
O=C(NCc1ccc(Cl)cc1)c1ccccc1 | -1.3
O=C1Nc2ccc(Br)cc2/C1=N\N=C\c1ccc(Cl)c(Cl)c1 | 1.1
CCCCn1c2ccccc2c2ccccc21 | 0.42
CCCCOC(=O)C1=C(C)NC2=C(C(=O)CCC2)C1c1ccccc1OC(C)C (configuration not stated) | -1.1
CC(C)(Oc1ccc(C2CC2(Cl)Cl)cc1)C(=O)O (configuration not stated) | 1.4
Nc1nc2ccccc2n1CCN1CCCC1 | -0.05
CCOC(=O)CSc1sc(C(=O)OCC)c(C)c1C#N | 6
CC(=O)c1c(C)nc(-c2ccc(Cl)cc2)nc1SCc1ccccc1 | -1.2
Cn1c(-c2ccccc2)cnc1NCc1ccccc1 | 0.55
Cc1nnc2c(N3CCN(Cc4ccccc4)CC3)nc3ccccc3n12 | -0.28
COc1cccc(OC)c1NC(=O)NC(=O)c1c(OC)cccc1OC | 0.75
C=CCOc1ccc(/C(O)=C2/C(=O)C(=O)N(CCCOC)C23C(=O)N(C)c2ccccc23)cc1C (configuration not stated) | 2.7
C=CCn1c2ccccc2c2nnc(SCC(=O)Nc3c(C)n(C)n(-c4ccccc4)c3=O)nc21 | 0.96
Cc1ccnc(SCC(=O)n2c(C)c(C)c3ccccc32)n1 | 3.5*
c1ccc2[nH]c(-c3cscn3)nc2c1 | -0.09
CCOC(=O)C(O)(c1ccc(N(C)C(=O)Nc2ccc(Cl)cc2)cc1)C(F)(F)F (configuration not stated) | 2.9
CN(C)/C=N/c1nnc(Sc2ccc(C(F)(F)F)cc2[N+](=O)[O-])s1 | -0.86
CCCc1nn(C)c2c(=O)[nH]c(-c3cc(S(=O)(=O)N4CCN(C)CC4)ccc3OCC)nc12 | 0.51&0.39
Cc1ccc(-c2oncc2-c2nnnn2-c2ccc(C)cc2)cc1 | -0.66
COC(=O)[C@H]1[C@H]2C[C@@H]3c4[nH]c5cc(OC)ccc5c4CCN3C[C@H]2C[C@@H](OC(=O)c2cc(OC)c(OC)c(OC)c2)[C@@H]1OC | 0.08
CC1(C)C(=O)OC(c2cccc(Br)c2)C(C)(C)C1=O (configuration not stated) | 2.7
COc1ccc(OC)c(C(=O)CC2(O)C(=O)N(C(C)C)c3ccccc32)c1 (configuration not stated) | 0.57
NNC(=O)c1nc2ccccc2c(=O)[nH]1 | -0.1
CN(C)c1ccc(-n2nnnc2SCC(=O)Nc2ccc(OC(F)(F)F)cc2)cc1 | -0.39
C=CCOC(=O)C1=C(C)N=C2SCCC(=O)N2C1c1ccc(C(=O)OC)cc1 (configuration not stated) | -0.82
Cc1cc2oc3c(c(=O)c2cc1C)C(c1ccc(C(C)C)cc1)N(CCCN(C)C)C3=O (configuration not stated) | -0.82
O=C(NCCc1ccc(Cl)cc1)c1cc2ccccc2s1 | 0.65
Cc1ncc(CSc2nccc(=O)[nH]2)c(CO)c1O | -0.05
Nc1csc(C(F)(F)F)c1-c1ccccc1 | 1
CC12CC(=O)C3c4ccc(O)cc4CCC3C1CCC2O (configuration not stated) | -0.89
Cn1nnnc1SCC(=O)Nc1ccccc1C#N | -0.27
Cc1cc2n(n1)C(c1cccs1)Nc1c(C)cccc1-2 (configuration not stated) | 1.4
CCc1nc(-c2cc3cc(C)ccc3[nH]c2=O)no1 | -0.22
CCOC(=O)C1CCN(c2ccc(C(C)=O)cc2N)CC1 | -0.38
Nc1ccc(O)c(-c2nc3ccc(N)cc3s2)c1 | -2.9
CCOC(=O)c1cc(C)n(-c2cccc([N+](=O)[O-])c2)c1-c1ccccc1 | -0.65
O=c1c2cccnc2ncn1CCCN1CCN(c2cccc(Cl)c2)CC1 | -0.7
O=C(O)CC(Cc1ccccc1)c1ccco1 (configuration not stated) | -0.29
CN(C)/N=C(\N)c1ccc(Cl)cc1 | -0.6
COC(=O)c1cc(=O)n2c(-c3cc(Cl)cc(Cl)c3)nnc2s1 | -0.6
Cc1nn(S(=O)(=O)c2ccccc2)c(C)c1Cc1c(F)cccc1Cl | -0.9
COc1nc(C)ccc1-c1noc(-c2cccs2)n1 | 0.72
C=CCSc1nnc(-c2oc3nc(-c4ccccc4)cc(-c4ccccc4)c3c2N)n1C | -1.9
CCOC(=O)C1C(c2ccc(Br)cc2)C(C(=O)OCC)C(O)(C(F)(F)F)NC1(O)C(F)(F)F (configuration not stated) | 1.5
Following part:
SMILES | Dicer inh
Cc1ccc2c(N3CC4CCC(CC4)C3)cc(C(F)(F)F)nc2c1 | -0.37
Cc1cccc(NC(=O)c2ccc(-c3ccccc3)s2)c1C(=O)O | 2.3
CC1=C(C(=O)OCCOC(C)C)C(c2cccc(F)c2)C2=C(CCCC2=O)N1 (configuration not stated) | -2.5
Cc1nc(C)c(-c2csc(Nc3ccc(O)c(C(=O)O)c3)n2)s1 | 0.16
O=C(CN1C(C(=O)c2ccccc2)=C(N2CCOCC2)c2ccccc2S1(=O)=O)c1ccccc1 | 1.2
COc1ccc(Oc2nc(-c3ccccc3)ns2)cc1 | -1.6
Cc1cc(NC(=O)c2cc(Cl)cc(Cl)c2)n(-c2ccccc2)n1 | -2
C=CCSc1nnc2c(n1)OC(c1ccc(OC)cc1OC)Nc1ccccc1-2 (configuration not stated) | -0.98
CCCCOC(=O)C1=C(C)NC2=C(C(=O)CC(C)(C)C2)C1c1cc2c(cc1Cl)OCO2 (configuration not stated) | 0.07
CCOC(=O)c1ccc2nc(C(F)(F)F)cc(N3CC(C)CC(C)C3)c2c1 (configuration not stated) | -1.5
COc1ccc(/C(O)=C2\C(=O)C(=O)N(c3ccccn3)C2c2cccc(Cl)c2)cc1 (configuration not stated) | -0.51
O=c1[nH]c(O)c(C=Nc2cc(C(F)(F)F)cc(C(F)(F)F)c2)c(=O)[nH]1 | -0.37
CCC(C)C1C(C#N)=C(N)Oc2n[nH]c(-c3ccccc3)c21 (configuration not stated) | -1.1
Brc1ccc2nc(SCCOc3ccccc3)[nH]c2c1 | 2
N#Cc1c2c(c(NCCN3CCOCC3)n3c1nc1ccccc13)CCCC2 | 56
O=C1Nc2ccc(Br)cc2C(c2ccccc2)C1N1CCCCC1 (configuration not stated) | 1.9
S=c1nc[nH]c2c1nnn2Cc1ccc(Cl)cc1 | 0.46
Cc1n[nH]c(C)c1C(=O)CC1(O)C(=O)N(CCc2ccccc2)c2ccccc21 (configuration not stated) | -0.6
Cc1c(-c2ccn[nH]2)cnn1-c1c(Cl)cc(Cl)cc1Cl | 0.05

The list is partial; count on the stated rates, not on these rows.
